From PubChem
A-T KAP1 phos – candidate therapy for ataxia-telangiectasia. […] A-T fibroblasts, KAP-1 phosphorylation AlphaLISA; neocarzinostatin DNA damage 30 min before lysis. Potency, µM (titrated, usually from 57.5 µM), for the others: at the highest dose activation, most hits filed as activators. hit rate 0.19% among 320,000. AID 485349; further: potency means the concentration at half of the fitted maximal effect; % of control where 0% means no effect; nearly all actives have a fitted effect of over 45% in size
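ATM-like activity read as KAP-1 phosphorylation via AlphaLISA donor/acceptor antibody pairs after lysis and 6 hr at 25C. Cells were ATM-null patient fibroblasts ([…], hTERT), dosed 60 min, then exposed to the DSB inducer NCS for 30 min.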
GALK inh – inhibitors of human galactokinase; P51570; Purified GALK, Kinase-Glo residual ATP luminescence; Potency, µM (top dose mostly 57.5 µM), without a hit: at the highest dose activity change, negative = inhibition, most hits filed as inhibitors; hit rate 0.007% among 270,000; AID 1868; further: potency means the concentration at half of the fitted maximal effect; on the % scale 0 is the no-effect control and ±100 the full control effect
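ATP-depletion format; final 35 uM ATP, 100 uM D-galactose, 5 nM enzyme; pH 8.0 HEPES/Mg2+ buffer; 60 min RT; luminescence read 10 min after detection reagent.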
TCR act – activates T cell receptor signaling; primary human leukocytes, anti-CD3, IL-2 HTRF, 48 h; Potency, µM (series often up to 9.22 µM), inactives show top-dose activation of IL-2 secretion, usual class: activators; 330,000 tested, under 10 active; further: % of control where 0% means no effect
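Using a-CD3 beads without co-stimulation, primary human leukocytes were exposed to compounds for 48 hr. An HTRF IL-2 kit measured the cytokine, with europium-to-d2 energy transfer producing emission at 665nm upon 320nm excitation.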
hERG WT inh – KCNH2 (human, wildtype) channel inhibition; Q12809; U2OS, BacMam KCNH2, thallium flux FluxOr; stronger effect = lower value; activity change, % at 1.84 µM; hit rate 0.37% among 340,000; AID 720551;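 active means maximum activity change below -70%; inconclusive means maximum activity change between -70% and -50%; inactive means maximum activity change above -50%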; further: on the % scale 0 is the no-effect control and ±100 the full control effect
Target sequence (Q12809 whole entry, looked up): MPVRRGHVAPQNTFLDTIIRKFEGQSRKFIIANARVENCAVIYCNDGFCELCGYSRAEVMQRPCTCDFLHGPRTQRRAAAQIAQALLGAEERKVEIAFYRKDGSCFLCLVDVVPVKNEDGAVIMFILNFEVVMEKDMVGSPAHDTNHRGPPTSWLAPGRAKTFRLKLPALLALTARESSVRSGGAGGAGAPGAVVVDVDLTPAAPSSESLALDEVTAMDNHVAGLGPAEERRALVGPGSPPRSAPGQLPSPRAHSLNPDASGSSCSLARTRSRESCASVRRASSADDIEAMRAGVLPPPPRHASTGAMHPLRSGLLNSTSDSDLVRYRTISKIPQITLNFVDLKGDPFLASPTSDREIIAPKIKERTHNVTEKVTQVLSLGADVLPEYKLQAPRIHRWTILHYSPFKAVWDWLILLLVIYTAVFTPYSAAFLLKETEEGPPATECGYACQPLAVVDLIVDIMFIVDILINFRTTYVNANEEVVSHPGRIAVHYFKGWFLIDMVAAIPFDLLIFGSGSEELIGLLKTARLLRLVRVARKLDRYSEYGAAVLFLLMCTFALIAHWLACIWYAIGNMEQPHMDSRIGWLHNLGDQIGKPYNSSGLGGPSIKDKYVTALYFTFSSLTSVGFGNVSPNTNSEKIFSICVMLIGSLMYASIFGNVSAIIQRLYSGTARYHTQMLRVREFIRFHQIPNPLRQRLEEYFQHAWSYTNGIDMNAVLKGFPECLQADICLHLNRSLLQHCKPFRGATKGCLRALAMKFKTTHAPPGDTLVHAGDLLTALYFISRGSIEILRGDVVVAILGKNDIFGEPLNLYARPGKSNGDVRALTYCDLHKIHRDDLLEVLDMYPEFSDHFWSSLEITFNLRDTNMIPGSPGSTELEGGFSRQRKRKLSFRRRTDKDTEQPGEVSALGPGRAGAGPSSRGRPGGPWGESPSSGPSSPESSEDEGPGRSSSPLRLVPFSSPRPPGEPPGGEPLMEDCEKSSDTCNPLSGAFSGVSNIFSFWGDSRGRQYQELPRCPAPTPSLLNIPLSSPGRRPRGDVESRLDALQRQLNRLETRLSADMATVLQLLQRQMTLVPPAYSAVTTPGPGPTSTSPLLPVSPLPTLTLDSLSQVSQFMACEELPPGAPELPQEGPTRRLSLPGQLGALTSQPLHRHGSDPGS
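U2OS cells were transduced with wild-type KCNH2 virus (2.03 x 10^8 / mL) for 4 h at room temperature, then cultured overnight at 37 C. Thallium flux was read with FluxOr dye. Rate constants were normalized to DMSO controls.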
BCR signal inh – blocks chronic active B-cell receptor signaling | ABC-DLBCL IkBa-CBG/CBR reporter, luminescence ratio, 4 h | Potency, µM (series often up to 46.1 µM), for inactives: at the highest dose ratio change, negative = lower green/red ratio, usual class: inhibitors | hit rate 0.05% among 340,000 | AID 493014; active means well fitted inhibition curve with a large enough effect in the signal ratio, with a control signal flat, not every such curve was filed as active; inconclusive means small, poorly fitted or top-dose-only effect, or effect the other way, or a change in a side signal; the % refers to the signal ratio;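 further: potency means the concentration at half of the fitted maximal effect; plate controls were basal doxycycline-induced cells for no effect and cells given 10 µM MG132 for full effect; MG132 reads +100%, hits lower the ratio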
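Concentration-response series (up to 46 uM) were applied to TMD8 dual-reporter cells for 4 h at 37C with doxycycline. Green/red ratio, after filter-overlap correction, defined %Activity; red signal alone was normalised to basal cells and zero luminescence.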
TSHR antagonist – blocks TSH signaling through the human TSH receptor; P16473; TSHR-expressing cells, TSH-stimulated cAMP HTRF, 2 h; stronger effect = lower value; activity change, negative = inhibition, % at 11.5 µM; hit rate 0.2% among 330,000; AID 504810;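 active means activity change below a set negative limit, meaning inhibition stronger than a set level, cut at about -70% in these data; inconclusive means activity change between two set negative limits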; further: on the % scale 0 is the no-effect control and ±100 the full control effect
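Cell-based HTRF cAMP assay; TSHR cells + compound, TSH EC80 (4nM final), 2 h, 37 deg C. Lysis with anti-cAMP cryptate and cAMP-d2, 30 min RT, read 665/620 nm.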
Tb PFK block – blocks T. brucei phosphofructokinase; Potency, µM (doses to about 57.5 µM), for the others: top-dose activity, negative = inhibition, most hits filed as inhibitors; O15648; T. brucei PFK, ADP-Glo luminescence; hit rate 0.17% among 330,000;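 further: potency means the concentration at half of the fitted maximal effect; 0% = uninhibited 1x PFK enzyme wells and -100% = no-enzyme wells; nearly all actives have a fitted effect of over 60% in size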
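Activity is normalized to no-enzyme wells (full inhibition) and 1.25 nM enzyme wells (no inhibition). Reaction: 0.5 mM F6P, 0.1 mM ATP, 45 min RT, ADP-Glo luminescence; concentration-response curves fitted and classed by quality.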
Giardia killer – kills Giardia lamblia; Giardia lamblia trophozoite viability; activity change, % at 7.66 µM, hits read low; hit rate 0.15% among 340,000; in the data active means activity change below about -80%; inconclusive means between about -30% and that limit;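 further: parasites exposed to compound for two days anaerobically before the ATP read; on the % scale 0 is the no-effect control and ±100 the full control effect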
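Viability, read as ATP luminescence: trophozoites at 100 cells/well, compound added, 48 hrs anaerobic at 37 deg C, then 15-30 min room-temperature development before reading.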
FBPA coupling cs – inhibits coupling enzyme system, counter-screen for aldolase hits; AID 2472; coupling enzyme system counterscreen, AmpLite Red fluorescence; hit rate 0.67% among 290,000; activity change, negative = inhibition, % at 58.2 µM, hits read low; in the data active means activity change below about -30%; further: on the % scale 0 is the no-effect control and ±100 the full control effect
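Coupling enzymes only (glyceraldehyde-3-phosphate) + compound, at 57.5 uM final, 10 min RT; add substrate/coupling/AmpLite Red mix, 20 min RT; fluorescence ex 525/em 598 nm. Actives flag coupling-system interference.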
MLL CXXC-DNA inh – blocks binding of human MLL CXXC domain to DNA; hit rate 0.037% among 290,000; AID 2662; Q03164; Potency, µM (series often up to 115 µM), for the others: at the top dose activity change, negative = inhibition, actives largely listed as inhibitors; MLL-CXXC / FITC-HOXA9 DNA fluorescence polarization; active means well fitted inhibition curve with a large enough effect in the polarisation, with a control signal flat, not every such curve was filed as active; inconclusive means small, poorly fitted or top-dose-only effect, or effect the other way, or a change in a side signal; inactive means no such curve, though single readings can be large or run the other way; the % refers to the polarisation; further: potency means the concentration at half of the fitted maximal effect
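Fluorescence polarization: 7 uM MLL-CXXC (stock) preincubated 5 min with compounds, then 50 nM fluorescein-HOX-A9 DNA (stock) added; 30 min ambient. Buffer 50 mM Tris-HCl pH 7.5, 50 mM NaCl, 1 mM DTT, 0.05% BSA.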
* = called active by the depositor; ? = inconclusive; . = not tested or not shown; & = joins results of further samples; [ ] = another dose, or the depositor's remark. Unless noted, the call rests on the fitted dose curve; in most records, active means well fitted curve in the direction sought with a large enough effect; inconclusive means small, poorly fitted or top-dose-only effect, or another doubt; inactive means no such curve, though single readings can be large; an effect the other way counts as inactive or inconclusive.

The opening three entries, to show the layout:
SMILES	A-T KAP1 phos	GALK inh	TCR act	hERG WT inh	BCR signal inh	TSHR antagonist	Tb PFK block	Giardia killer	FBPA coupling cs	MLL CXXC-DNA inh
CC1(c2ccc(Cl)cc2)NC(=O)N(CN2CCOCC2)C1=O (configuration not stated)	9%	0%	-6%	-15	-3%	-17	1%	-3	2	-1%
COc1ccc(Cl)cc1NC(=O)COC(C)=O	3%	0%	-1%	3	-7%	1	-2%	0	-1	0%
CCOc1ccc(N(CC(=O)NC2CCCCC2)S(=O)(=O)c2c(C)noc2C)cc1	5%	0%	7%[46.1 µM]	-13	3%	4	-2%	6	0	-13%

The list itself (from the top)
SMILES	A-T KAP1 phos	GALK inh	TCR act	hERG WT inh	BCR signal inh	TSHR antagonist	Tb PFK block	Giardia killer	FBPA coupling cs	MLL CXXC-DNA inh
CC1(c2ccc(Cl)cc2)NC(=O)N(CN2CCOCC2)C1=O (configuration not stated)	9%	0%	-6%	-15	-3%	-17	1%	-3	2	-1%
COc1ccc(Cl)cc1NC(=O)COC(C)=O	3%	0%	-1%	3	-7%	1	-2%	0	-1	0%
CCOc1ccc(N(CC(=O)NC2CCCCC2)S(=O)(=O)c2c(C)noc2C)cc1	5%	0%	7%[46.1 µM]	-13	3%	4	-2%	6	0	-13%
NNC(=O)CCn1c2ccccc2c2ccccc21	2%	-1%	-3%	.	-16%	-12	0%	3	0	3%
CC1CCCCN1S(=O)(=O)c1ccc(S(=O)(=O)N2CCN(C)CC2)cc1 (configuration not stated)	1%	-3%	7%	13	2%	-10	2%	-2	-2	2%
O=C(C[n+]1ccccc1)N/N=C/c1c(F)cccc1Cl	-14%	.	-2%	-6	7%	8	1%	-13	4	-19%
Cc1nccn1CCCNC(=O)C1CCC(=O)N(Cc2ccccc2F)C1 (configuration not stated)	1%	-1%	-1%	9	1%	4	-2%	-19	.	9%
Cc1nn(C)c(NC(=O)c2ccccc2Cl)c1Cl	-5%	-2%	-5%	3	6%	0	0%	15	0	5%
CCC(SC1=N/C(=C/c2ccccc2)C(=O)N1c1ccccc1)C(=O)Nc1cc(C)on1 (configuration not stated)	13%	0%	-5%[46.1 µM]	-4	6%	-7	-14%	0	2	20%
CC(=O)n1cc(C(C[N+](=O)[O-])SCCN)c2ccccc21 (configuration not stated)	-13%	.	1%	-1	?	-2	?	-2	-1	9%
CCc1ccc2c(c1)c(N=NC1=NC(=O)CS1)c(O)n2CC	2%	2%	-2%	3	9%	5	0%	2	-6	-17%
COC(=O)c1cccc(NC(=O)/C(=C\c2ccccc2)NC(=O)c2ccccc2Cl)c1	0%	1%	1%	5	?	-13	-5%	-12	0	-26%
CCc1cc(=O)oc2cc(C)cc(OC(C)C(=O)NC(Cc3c[nH]c4ccc(O)cc34)C(=O)O)c12 (configuration not stated)	-10%	.	-4%	4	2%	-9	2%	13	0	7%
CCOC(=O)C1CCC(CNCc2ccc(Cl)cc2)CC1 (configuration not stated)	4%	1%	2%[46.1 µM]	34	-7%	2	-5%	-10	4	16%
COc1ccc(CCNC(=O)COc2ccc(N(C)S(=O)(=O)c3ccc(C)cc3)cc2)cc1OC	3%	-1%	-4%	4	7%	-16	0%	4	1	-4%
CCN(CC)c1ccc(NC(=O)Nc2cccc(C(C)=O)c2)cc1	.	-2%	0%	12	.	.	.	-29	-6	1%
COc1cc2c(C)nc3onc(-c4ccccc4)c3c2cc1OC	.	0%	-8%	-3	14%	2	-2%	17	5	-4%
O=C(NC1CCCC1)C(c1ccsc1)N(Cc1ccco1)C(=O)Cc1cccs1 (configuration not stated)	-3%	2%	2%	-3	?	6	1%	-29	1	-6%
O=C(COC(=O)c1ccc(Cl)nc1)NC1CCCc2ccccc21 (configuration not stated)	2%	.	-7%[46.1 µM]	1	7%	-9	1%	6	.	.
Cc1cc(/C=N/NC(=O)c2ccc(O)cc2)c(C)n1CC(C)C	0%	.	-8%	.	?	8	6%	-14	2	8%
COCCCNC(=O)c1ccc(Cn2c(=O)c3ccccc3n(Cc3cc(C)ccc3C)c2=O)cc1	1%	0%	.	6	0%	-7	0%	11	4	4%
CCOC(=O)c1cnc2ccc(OCC)cc2c1N(C)Cc1ccccc1	0%	-2%	0%	6	-2%	-6	1%	-8	1	4%
O=C(Nc1ccc(N2CCOCC2)c(Cl)c1)c1ncn[nH]1	-1%	-1%	0%	5	-1%	9	-1%	-5	0	6%
CC(=O)n1c2c(c3ccccc31)OC(N)=C(C#N)C2c1cccc(Cl)c1Cl (configuration not stated)	5%	-2%	0%[46.1 µM]	.	?	-28	6%	-17	-5	11%
COc1ccc(C(C#N)N2N=C(C)CC2c2ccccc2)cc1 (configuration not stated)	-19%	5%	-1%	14	?	1	0%	?	2	?
CCCCc1nc2ccccc2c(NC(=O)CNC(C)(C)C)c1CCC	.	1%	-5%	-3	.	.	.	-6	0	-9%
COc1ccc(CC(=O)Nc2c3c(nn2C(C)(C)C)CS(=O)C3)cc1 (configuration not stated)	4%	2%	2%	-8	?	17	2%	-13	1	2%
O=C(NC1CCCCCC1)C1CCCN(S(=O)(=O)c2cccs2)C1 (configuration not stated)	3%	1%	6%	-6	5%	-10	-11%	-12	0	0%
c1ccc(-c2oc3ncnc(NCCCn4ccnc4)c3c2-c2ccccc2)cc1	1%	-1%	4%	12	-14%	-10	2%	3	1	-1%
CCN(c1ccccc1)S(=O)(=O)c1cc(OC)ccc1OC	0%	-2%	0%	8	-12%	4	0%	-12	-1	0%
CCOc1ccc2nc(SC3CC(=O)N(c4ccccc4)C3=O)sc2c1 (configuration not stated)	5%	2%	5%	-4	?	-44	-2%	-2	8	14%
Cc1ccccc1N1CCN(C(=O)C2CCC(=O)N(C3CCCC3)C2)CC1 (configuration not stated)	3%	0%	2%	-10	0%	-9	1%	6	3	5%
FC(F)(F)c1cccc(CN2CCC(c3cc(-c4cccs4)n[nH]3)CC2)c1	0%	-2%	5%	9	?	1	0%	7	-1	12%
O=C(Nc1cccc(S(=O)(=O)NCc2ccco2)c1)c1cc(-c2ccccc2)nc2ccccc12	0%	-2%	-5%[46.1 µM]	-1	5%	-46	2%	1	-5	15%
COc1ccc(OCCCC(=O)Nc2cc([N+](=O)[O-])ccc2C)cc1	-1%	0%	0%	36	-3%	-2	-2%	-5	1	-14%
COc1ccc(C(=O)NCCN2CCOCC2)cc1OC	1%	-3%	-2%[46.1 µM]	-7	-3%	-1	2%	2	0	-4%
CCn1c(SCC(=O)Nc2cc3oc4ccccc4c3cc2OC)nnc1-c1cccs1	0%	1%	2%	-11	9%	-3	7%	4	-2	12%
O=C(Nc1cccnc1)C1(c2ccccc2)CCCC1	7%	-1%	-2%	2	-3%	2	-8%	-3	-2	-2%
CSCSC1=C(C#N)C(c2ccccc2Cl)C(C(C)=O)=C(C)N1 (configuration not stated)	2%	-2%	1%	5	?	-80*	1%	9	0	-11%
CC(=O)NCC(=O)NC1CC(C)(C)Cc2c1cnn2-c1ccccc1 (configuration not stated)	0%	7%	-3%	-7	-5%	4	-1%	4	0	3%
COC(=O)CSc1nc(N)nc(C)c1Br	-2%	7%	5%	7	0%	3	-3%	-24	-6	0%
CC(C)OC(=O)c1cc(C(=O)c2cc(Br)ccc2O)coc1=N	-3%	-3%	-6%	-17	?	-9	-4%	1	4	22%
CC(CCc1ccco1)NC(=O)Cn1ncc2c1-c1ccccc1OC2 (configuration not stated)	-8%	-2%	-2%	-15	3%	5	-4%	23	13	-5%
COc1ccccc1Nc1nc(C)cs1	-1%&-1%	-2%&-1%	-3%&2%	3&7	-6%&-1%	0&-5	4%&1%	-4&14	0&-8	21%&21%
COc1ccccc1OCC(=O)Nc1nnc(C2CCCC2)s1	-5%	6%	-5%	7	-3%	-5	-14%	5	.	-1%
COc1ccc(C(C)=O)cc1COC(=O)CNC(=O)c1cc(C)cc(C)c1	2%	-2%	-1%[46.1 µM]	-22	?	10	8%	12	5	22%
Cc1ccccc1CN(C)c1ccc(S(=O)(=O)N2CCN(C)CC2)cn1	8%	.	-5%	17	1%	0	1%	-29	.	.
Brc1cccc(-c2nnc(-c3ccccc3)o2)c1	5%	0%	9%	-4	-2%	-9	19%	-11	1	-1%
CCCc1cc(=O)n2[nH]c(C)c(-c3ccc(Cl)cc3)c2n1	-4%	-1%	0%	-1	?	11	0%	4	3	-4%
Cc1ccc(S(=O)(=O)N[C@@H](Cc2ccccc2)C(=O)N2CCC(C(=O)N[C@@H](CC(C)C)C(=O)O)CC2)cc1	-11%	.	9%	-2	-1%	1	-1%	32[activator]	0	6%
Cc1ccc(SCCNC(=O)C(CO)(CO)CO)cc1	1%	0%	-1%	1	1%	11	6%	-3	3	3%
